PG9 binder: small molecules binding HIV-1 gp120 antibody PG9; TR-FRET gp120-PG9 antibody binding; inhibition, % at 6.7 µM; 0.43% of 360,000 active; AID 624416; in the data active means inhibition above about 8.5%
TDP2 absorb: TDP2 (human) inhibition, absorbance primary screen; O95551; recombinant TDP2, T5PNP hydrolysis, p-nitrophenol absorbance 415 nm; inhibition, % at 12.8 µM; 0.34% of 370,000 active; AID 720702;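 active means inhibition above the mean of all tested compounds plus 3 SD, set per campaign, cut at about 25% in these data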;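 further: 0% = DMSO with enzyme and 100% = buffer with substrate but no TDP2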
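System – recombinant human TDP2 · Quantity – TDP2 enzyme at 120 nM final · Doses – single concentration, 12.8 µM nominal, with 1% DMSO · Incubation – 2 h at 37 °C · Measured by – epi absorbance of p-nitrophenol freed from T5PNP by hydrolysis · Read-out – % inhibition relative to enzyme-containing and enzyme-free wells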
HTRA1 inh: inhibitors of human serine peptidase HTRA1; Q92743; recombinant HTRA1, FP-rhodamine activity-based probe, fluorescence polarization; inhibition, % at 5.96 µM; 0.5% of 340,000 active; AID 504803; in the data active means inhibition above about 36%;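 further: 0% = enzyme with DMSO and 100% = wells lacking enzyme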
ABHD4 inh: inhibits mouse alpha/beta hydrolase domain 4; inhibition, % at 8.92 µM; purified mABHD4, FP-Rh probe fluorescence polarization; AID 720543; Q8VD66; 0.54% of 370,000 active;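 active means inhibition exceeding the mean over every tested compound plus 3 SD, cut at about 30% in these data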;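 further: 0% = plate median of compound wells and 100% = S159A mutant with DMSO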
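Test system: mABHD4 protein; Read-out basis: % inhibition; Incubation: 45 min + 60 min at 25 °C; Repeats: single replicate; Technique: fluorescence polarization with parallel and perpendicular emission, 525/598 nm; Compound: 8.92 µM, single dose; Benchmarks: full inhibition S159A mutant plus DMSO, zero as sample-well median.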
PRMT1 FP inh: PRMT1 (human) inhibition, primary screen. inhibition, % at 2.79 µM. Q99873. AID 652257. 1.3% of 370,000 active. recombinant PRMT1, activity-based probe fluorescence polarization;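 active means inhibition above about 21% made by adding two undisclosed values, limit read from the data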
rCAG RNA binder: r(CAG) repeat RNA binding; TO-PRO-1 dye displacement fluorescence; inhibition, % at 3 µM; 1.3% of 370,000 active; AID 651821;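 active means inhibition above the plate cutoff, the mean of all test compounds on that plate plus 3 SD, cut at about 35% in these data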;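 further: 0% = DMSO alone and 100% = 100 µM mitoxantrone as full dye displacement; higher means more dye released from RNA so lower well fluorescence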
SIAE primary: inhibitors of human sialic acid acetylesterase SIAE | Q9HAT2 | SIAE FP-Rh probe binding, fluorescence polarization | inhibition, % at 9.66 µM | 0.69% of 370,000 active | AID 1053197;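 active means inhibition above a cutoff: mean of compounds within the control limits plus 3 SD of those, cut at about 17% in these data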;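 further: 0% = plate median of compound wells and 100% = probe without SIAE protein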
TCR CD3 inh: human TCR-CD3 binding inhibition | TAMRA-labeled TCR probe fluorescence, biochemical | inhibition, % at 9.4 µM | 0.37% of 360,000 active; in the data active means inhibition above about 19%;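 further: recombinant mutant TCR 2C K166C tagged with TAMRA read by polarization; 0% = receptor in buffer alone and 100% = receptor with positive control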
NR1D1 modulator: modulates human Rev-erb alpha binding to DNA; P20393; Rev-erbα–FITC-DNA binding, fluorescence polarization, 90 min; activity, % at 10 µM; 0.79% of 370,000 active; AID 1259318;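 active means activity above about 14%, limit read from the data; passing the limit was not always enough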;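 further: 0% = DMSO wells with 35 nM protein and 100% = DMSO wells with 750 nM protein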
Target sequence (P20393 whole entry, looked up): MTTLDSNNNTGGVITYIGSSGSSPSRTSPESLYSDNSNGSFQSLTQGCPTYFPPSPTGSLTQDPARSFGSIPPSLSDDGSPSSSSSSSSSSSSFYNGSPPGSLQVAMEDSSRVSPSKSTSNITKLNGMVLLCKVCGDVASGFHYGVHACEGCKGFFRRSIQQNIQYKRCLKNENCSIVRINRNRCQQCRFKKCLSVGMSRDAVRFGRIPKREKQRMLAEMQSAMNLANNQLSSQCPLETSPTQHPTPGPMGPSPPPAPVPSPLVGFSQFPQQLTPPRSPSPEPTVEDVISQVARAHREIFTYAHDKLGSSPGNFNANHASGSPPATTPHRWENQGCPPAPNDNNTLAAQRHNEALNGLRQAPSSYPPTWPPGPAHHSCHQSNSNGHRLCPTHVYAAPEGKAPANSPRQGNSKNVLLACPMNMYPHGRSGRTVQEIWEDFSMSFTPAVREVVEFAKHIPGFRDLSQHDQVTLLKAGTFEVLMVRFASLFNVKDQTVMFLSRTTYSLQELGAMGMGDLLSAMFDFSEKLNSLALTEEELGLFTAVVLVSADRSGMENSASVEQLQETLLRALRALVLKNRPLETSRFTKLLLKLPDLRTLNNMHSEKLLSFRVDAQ
LEDGF integ inh: blocks HIV-1 LEDGF/p75-dependent DNA integration | 0.64% of 370,000 active | TR-FRET IN-LEDGF/p75 DNA integration, Eu/Cy5 | inhibition, % at 3.7 µM | AID 743269;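 active means inhibition above the screen-wide mean plus 3 SD, cut at about 13% in these data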;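 further: signal is the Cy5 over europium emission ratio at 671 and 618 nm; 0% = plate median of compound wells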
An asterisk follows results filed as active; nt = no result given. Only part of the results is shown (hit frequency here may not be typical).

1: CC(=O)Nc1ccc(C(=O)OCC(=O)Nc2ccc(N3CCOCC3)cc2)cc1
2: CC(Oc1cc2oc(=O)c3c(c2cc1Cl)CCC3)C(=O)N1C[C@H]2C[C@@H](C1)c1cccc(=O)n1C2 (some centres not stated)
3: CCOC(=O)[C@]12CCC=C1N(Cc1ccccc1)C(=O)[C@H](CC(=O)NCc1cccs1)C2
4: COC(=O)c1ccc(Cn2nnc3ccccc32)cc1
5: O=C(COc1ccc(NC(=O)c2cccs2)cc1)c1ccc(F)cc1
6: C=CCNc1nc(-c2ccc(OC)cc2OC)cs1
compound no. | 1 | 2 | 3 | 4 | 5 | 6
PG9 binder | -1.8 | 0.3 | -0.7 | -1.6 | -0.7 | -2.9
TDP2 absorb | 6.7 | 3.8 | 9.0 | 2.4 | -2.1 | 12.6
HTRA1 inh | -1.3 | -9.0 | nt | 8.8 | -8.3 | 1.0
ABHD4 inh | 5.3 | 8.4 | 1.5 | 1.7 | -2.3 | 8.8
PRMT1 FP inh | 0.6 | 0.1 | 1.6 | -4.0 | 1.9 | 6.0
rCAG RNA binder | 1.4 | -3.9 | 6.7 | -1.0 | -1.6 | 1.2
SIAE primary | 1.1 | 17.9* | 0.9 | 0.4 | -3.3 | 5.9
TCR CD3 inh | -4.6 | 0.2 | -1.3 | 4.5 | 0.7 | -3.7
NR1D1 modulator | -2.5 | -0.4 | -0.8 | -3.4 | -6.7 | 2.7
LEDGF integ inh | -5.8 | -3.4 | -3.5 | 3.2 | -0.5 | -4.0

7: CCOC(=O)c1cc2c(=O)n3ccccc3nc2n(CCOC)c1=NC(=O)C(C)(C)C
8: CCO/C(C)=N/Oc1cccc(N(C)C)c1
9: COc1cc(/C=C/C(=O)OCC(=O)Nc2cc(S(=O)(=O)N3CCCCC3)ccc2C)ccc1O
10: CN1C(=O)C(CC(N)=O)N(NC(=O)c2ccc(Cl)cc2)C1=S (configuration not stated)
11: CCc1cccc(C)c1NC(=O)CO/N=C(\N)CC(=O)NC1CCCCC1
12: COc1cc(NC(=O)c2ccc(Cl)cc2Cl)ccc1-c1cc2ccccc2oc1=O
compound no. | 7 | 8 | 9 | 10 | 11 | 12
PG9 binder | 0.5 | -2.2 | -1.2 | -0.4 | -0.3 | 11.8*
TDP2 absorb | 1.8 | -4.8 | -9.5 | 6.7 | 11.2 | 3.5
HTRA1 inh | 3.3 | nt | -4.6 | 4.7 | -3.8 | -7.5
ABHD4 inh | -1.6 | 43.1* | -12.6 | 0.0 | -0.4 | 3.8
PRMT1 FP inh | -1.0 | 14.8 | 2.4 | -1.0 | -4.1 | -0.3
rCAG RNA binder | -8.4 | 3.2 | 11.6 | 1.2 | -0.8 | 8.4
SIAE primary | -9.3 | 22.9* | 2.2 | 0.0 | -2.8 | -5.1
TCR CD3 inh | 1.1 | 25.9* | -6.1 | -1.6 | 0.2 | -0.8
NR1D1 modulator | 5.5 | 0.4 | 2.9 | -1.4 | 1.4 | -3.5
LEDGF integ inh | -1.0 | -2.1 | -4.6 | -0.6 | 1.1 | 0.2

13: COc1ccc(CCNC(=O)CN(c2cc([N+](=O)[O-])ccc2OC)S(C)(=O)=O)cc1
14: Cc1nc(CN2CCN(C(=O)c3ccc(C(C)(C)C)cc3)CC2)cs1
15: Clc1ccc(-c2nc3ccccn3c2CN2CCSCC2)cc1
16: C/C(=C\c1ccccc1)CN1CCN(c2ccccc2)CC1
17: CCN(c1ccccc1)S(=O)(=O)c1ccc(C(=O)N(C)Cc2cccs2)cc1
18: c1ccn2cc(-c3ccc4c(c3)OCO4)cc2c1
compound no. | 13 | 14 | 15 | 16 | 17 | 18
PG9 binder | -3.3 | -0.5 | -1.3 | -3.2 | 1.9 | -2.7
TDP2 absorb | 2.2 | 5.3 | -7.3 | -17.3 | -3.2 | -1.6
HTRA1 inh | 1.4 | -0.5 | -14.9 | -2.5 | 3.0 | 28.3
ABHD4 inh | 5.0 | 0.9 | -7.3 | 0.5 | 4.1 | 11.4
PRMT1 FP inh | 0.7 | 0.2 | -1.1 | -3.5 | -0.6 | 4.4
rCAG RNA binder | -4.1 | -0.5 | -5.8 | -5.3 | 0.9 | 11.1
SIAE primary | 3.5 | -1.4 | 4.6 | 0.7 | 3.3 | 7.1
TCR CD3 inh | -1.3 | 6.2 | 1.4 | 3.5 | 0.0 | 1.2
NR1D1 modulator | 1.6 | -6.7 | -3.0 | 4.1 | 4.3 | -0.3
LEDGF integ inh | 2.2 | -2.0 | 2.5 | 4.8 | -0.8 | 2.1

Complete entries from above. Order of values: PG9 binder, TDP2 absorb, HTRA1 inh, ABHD4 inh, PRMT1 FP inh, rCAG RNA binder, SIAE primary, TCR CD3 inh, NR1D1 modulator, LEDGF integ inh
COc1ccc(CCNC(=O)CN(c2cc([N+](=O)[O-])ccc2OC)S(C)(=O)=O)cc1 is listed with -3.3, 2.2, 1.4, 5.0, 0.7, -4.1, 3.5, -1.3, 1.6, 2.2
CCN(c1ccccc1)S(=O)(=O)c1ccc(C(=O)N(C)Cc2cccs2)cc1 is listed with 1.9, -3.2, 3.0, 4.1, -0.6, 0.9, 3.3, 0.0, 4.3, -0.8
Cc1nc(CN2CCN(C(=O)c3ccc(C(C)(C)C)cc3)CC2)cs1 is listed with -0.5, 5.3, -0.5, 0.9, 0.2, -0.5, -1.4, 6.2, -6.7, -2.0
C/C(=C\c1ccccc1)CN1CCN(c2ccccc2)CC1 is listed with -3.2, -17.3, -2.5, 0.5, -3.5, -5.3, 0.7, 3.5, 4.1, 4.8
c1ccn2cc(-c3ccc4c(c3)OCO4)cc2c1 is listed with -2.7, -1.6, 28.3, 11.4, 4.4, 11.1, 7.1, 1.2, -0.3, 2.1

Only PRMT1 FP inh and LEDGF integ inh, for 2 of the compounds above:
No. | canonical_smiles | PRMT1 FP inh | LEDGF integ inh
17 | CCN(c1ccccc1)S(=O)(=O)c1ccc(C(=O)N(C)Cc2cccs2)cc1 | -0.6 | -0.8
18 | c1ccn2cc(-c3ccc4c(c3)OCO4)cc2c1 | 4.4 | 2.1

Next structures follow.
19: O=C(CCN1C(=O)C2C3C=CC(C3)C2C1=O)NCCc1ccccc1 (configuration not stated)
20: COc1ccc(S(=O)(=O)Nc2ncccc2C)c2ccccc12
21: COc1cc(CNc2ccccc2SC)cc(OC)c1OC
22: COc1cccc(Cn2cnc(-c3ccccc3OC)c2-c2cccnc2)c1
23: CCN1CCN(C(c2cccs2)C(C)NC(=O)c2c(F)cccc2F)CC1 (configuration not stated)
24: CCOc1ccc(Cn2c(=O)oc3ccccc32)cc1
compound no. | 19 | 20 | 21 | 22 | 23 | 24
PG9 binder | -0.6 | -0.7 | -3.0 | -0.7 | -0.3 | 2.0
TDP2 absorb | 8.2 | -6.5 | -5.3 | -0.4 | -1.3 | -10.3
HTRA1 inh | 2.3 | -3.7 | 3.8 | nt | 1.5 | -11.5
ABHD4 inh | 3.8 | 0.7 | 9.9 | -1.7 | 1.1 | -9.3
PRMT1 FP inh | 1.1 | 4.7 | 3.1 | -1.3 | -0.4 | 3.0
rCAG RNA binder | -4.8 | -1.2 | -4.3 | -0.6 | 1.9 | -5.2
SIAE primary | -1.8 | 0.5 | 3.1 | 3.0 | 5.2 | -1.9
TCR CD3 inh | 5.1 | -2.4 | -3.5 | 0.3 | 2.4 | -9.1
NR1D1 modulator | 2.1 | -0.2 | nt | 1.0 | 1.9 | -4.6
LEDGF integ inh | 0.0 | -5.2 | -2.1 | -1.7 | 3.7 | -1.9

In a second layout: results already given
Fields: PG9 binder	TDP2 absorb	HTRA1 inh	ABHD4 inh	PRMT1 FP inh	rCAG RNA binder	SIAE primary	TCR CD3 inh	NR1D1 modulator	LEDGF integ inh
23: CCN1CCN(C(c2cccs2)C(C)NC(=O)c2c(F)cccc2F)CC1 (configuration not stated)
    -0.3	-1.3	1.5	1.1	-0.4	1.9	5.2	2.4	1.9	3.7
24: CCOc1ccc(Cn2c(=O)oc3ccccc32)cc1
    2.0	-10.3	-11.5	-9.3	3.0	-5.2	-1.9	-9.1	-4.6	-1.9
